GlmU inhibition: inhibition of mycobacterial GlmU enzyme – biochemical, glucosamine-1-phosphate acetyltransferase (AID 1376). Bifunctional protein GlmU (Mycobacterium tuberculosis (strain ATCC 25618 / H37Rv)). inhibition, %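 (tested at 30 µM in the primary screen)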; hits with a dose series show IC50 in µM. M. tuberculosis GlmU acetyltransferase enzyme assay; higher % means a stronger effect. actives 0.25% (n = 220,000); in the data active = inhibition above about 13%; inconclusive = no clear call, values can overlap the other calls;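 note: 0% = complete reaction with vehicle and 100% = reaction without substrate; strong numbers were not always called active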
RmlCD inh 1536: M. tuberculosis RmlC/RmlD coupled enzyme inhibitors, primary screen, biochemical, compound mixtures, 384-well, from 1536-well plates; inhibition, % at 3.6 µM; actives 0.03% (n = 160,000); AID 1533, 2009; dTDP-4-dehydrorhamnose reductase (Mycobacterium tuberculosis (strain ATCC 25618 / H37Rv)) …; RmlC+RmlD coupled enzyme assay, percent inhibition; primary screen in compound mixtures; in the data active = inhibition mostly above about 34%, no sharp cut-off; inconclusive = no clear call, values can overlap the other calls; inactive = mostly below about 22%; note: some results filed as inactive read as strong as hits
Target sequence (P9WH09 whole entry, looked up): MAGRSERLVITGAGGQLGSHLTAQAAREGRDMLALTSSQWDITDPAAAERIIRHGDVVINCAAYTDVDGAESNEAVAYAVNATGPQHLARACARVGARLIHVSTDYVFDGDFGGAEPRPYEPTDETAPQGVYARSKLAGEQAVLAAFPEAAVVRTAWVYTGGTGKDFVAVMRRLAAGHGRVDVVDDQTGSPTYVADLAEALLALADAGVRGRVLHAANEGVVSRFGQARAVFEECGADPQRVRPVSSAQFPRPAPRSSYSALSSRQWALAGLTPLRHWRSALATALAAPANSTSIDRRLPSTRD
Target sequence (P9WH11 whole entry, looked up): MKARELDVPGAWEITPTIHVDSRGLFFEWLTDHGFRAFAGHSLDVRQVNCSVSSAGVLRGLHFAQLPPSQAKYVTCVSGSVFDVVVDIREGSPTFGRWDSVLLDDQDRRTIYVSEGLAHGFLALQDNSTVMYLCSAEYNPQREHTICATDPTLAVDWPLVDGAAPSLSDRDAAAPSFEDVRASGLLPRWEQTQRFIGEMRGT
* marks the source's active call; other numbers are inactive results; ? = inconclusive; / = not tested or not shown. These rows are one share of the data, so the mix of outcomes need not match the whole.

Screens in order – GlmU inhibition | RmlCD inh 1536
O=C(c1cnn2c(C(F)(F)F)cc(-c3cccs3)nc12)N1CCN(C(c2ccccc2)c2ccccc2)CC1
 : 1.0% | -9.3
CCc1cc2ccc(C)cc2nc1SCC(=O)Nc1cc(C)on1
 : -4.0% | -8.6
CN(C)/C=C1\N=C(c2ccccc2)OC1=O
 : 0.0% | 6.3
CCSc1nnc2c(n1)OC(C)(C)Nc1ccccc1-2
 : -5.8% | /
CC(=O)N(c1c(C)n(C)n(-c2ccccc2)c1=O)C1(C(=O)NC2CCCC2)CCCCC1
 : -3.8% | -6.6
COc1ccc2[nH]c(=O)c(CNc3ccccc3OC)cc2c1
 : -2.3% | 32.5
CCCCC1=CC2=C(c3ccco3)C(=O)C(C)(OC(=O)c3ccc(OC)cc3)C(=O)C2=CN1CCc1ccccn1 (stereo not given)
 : -1.8% | /
O=C(Nc1cccc(C(F)(F)F)c1)c1csc(-c2ccncc2)n1
 : -1.3% | 7.5
CC(C)(C)c1ccc(CN2C(=O)CN=C(c3ccccc3)c3ccccc32)cc1
 : 3.6% | -5.7
COc1ccc(N2C(=O)c3ccc(C(=O)OC(C)C)cc3C2=O)cc1
 : 0.0% | /
O=C(CCCN1C(=O)c2ccccc2C1=O)Nc1ccc2c(c1)OCCO2
 : 0.7% | 0.4
CCOC(=O)C1(Cc2cccc(OC)c2)CCN(Cc2ccc(C)s2)CC1
 : 4.0% | -12.2
Clc1ccc(C[n+]2csc3ccccc32)cc1
 : -7.5% | -6.9
CSc1ccc(N2CCN(CCCNC(=O)Nc3ccccc3F)CC2)cc1
 : -5.5% | 18.3
O=C(CN1CCCC1)Nc1ccccc1C(=O)c1ccccc1
 : -2.0% | 3.6
Cc1[nH]n(-c2cccc3ccccc23)c(=O)c1/C=N/NC(=O)c1cccc([N+](=O)[O-])c1
 : 9.5% | -3.7
CCc1nnc2sc(-c3cc(-c4ccccc4)nc4ccccc34)nn12
 : 2.5% | -6.2
O=C(Cn1ncc2ccccc21)N1CCC2(CC1)OCCO2
 : 6.0% | 7.6
CCC(=O)Oc1ccc(/C(CC)=C(\CC)c2ccc(OC(=O)CC)cc2)cc1
 : 3.4% | /
COc1ccc(N(CC(=O)NCC2CCCO2)S(=O)(=O)c2ccc(C)cc2)cc1OC (stereo not given)
 : 0.0% | 16.3
CC(=O)c1c(-c2ccc(C)cc2)nc2c3ccccc3ccn12
 : -2.1% | -4.4
CCC(C(=O)NCc1ccc(OC)cc1)n1nc(C)n2c(cc3occc32)c1=O (stereo not given)
 : 4.7% | -9.0
Cn1cnc2c(N3CCCCC3)nccc21
 : -0.7% | 7.0
CC(C1CC2CCC1C2)n1c(COc2ccccc2F)nnc1SCC(N)=O (stereo not given)
 : 1.4% | -8.9
C/C(NC(=O)c1cccc(F)c1)=C1/C(=O)C[C@@H]2[C@H]1C2(C)C
 : -2.1% | /
COc1ccc(CCNCc2ccncc2)cc1
 : 1.5% | -11.5
O=C(Nc1ccn(Cc2ccccc2)n1)c1ccc2c(c1)OCO2
 : -3.4% | -6.6
N#CCCCCN1c2cccc3cccc(c23)S1(=O)=O
 : 1.2% | 4.2
COc1ccc(C(=O)NN/C(=N/S(=O)(=O)c2ccc(C)cc2)c2ccccc2)cc1
 : 8.1% | /
COc1ccc(-c2cc(-c3ccc(OC)cc3)c(C#N)c(SC)n2)cc1
 : 6.7% | /

Overlap with the part before: three entries, then new ones.
Screens in order – GlmU inhibition | RmlCD inh 1536
N#CCCCCN1c2cccc3cccc(c23)S1(=O)=O
 : 1.2% | 4.2
COc1ccc(C(=O)NN/C(=N/S(=O)(=O)c2ccc(C)cc2)c2ccccc2)cc1
 : 8.1% | /
COc1ccc(-c2cc(-c3ccc(OC)cc3)c(C#N)c(SC)n2)cc1
 : 6.7% | /
CC(C)C(=O)Nc1ccc2c(c1)oc1ccccc12
 : -5.0% | /
C=CCn1c(SCC#N)nc2ccccc2c1=O
 : 8.2% | /
CCN(CC)C(=O)c1ccc(NS(=O)(=O)c2ccc(/C=C/C(=O)O)cc2)cc1
 : -6.2% | -6.3
CC(=O)c1sc(-c2ccccc2)cc1NS(=O)(=O)c1ccc(C)cc1
 : -0.9% | -2.5
COc1ccc(CN(C)CC(=O)Nc2ccc(N3CCOCC3)cc2)cc1OC
 : -3.2% | 5.5
Cc1oc2cc3oc(=O)c4c(c3cc2c1C)CCC4
 : 0.8% | /
N/C(=N\OC(=O)COc1ccc2ccccc2c1Br)c1ccncc1
 : -2.9% | 3.9
CC1(C)NC(=O)N(CN2C(=O)NC(C)(C)C2=O)C1=O
 : -5.9% | /
CN1C[C@@H]2C[C@@H](c3ccc(C#CC(C)(C)O)s3)N3CCC[C@@]23C1=O
 : 6.6% | 5.3
Nc1nnc(CC(=O)Nc2ccccc2)s1
 : -4.8% | 35.0
O=C(c1cccc(F)c1)N1CCN(C2CCCCC2)CC1
 : -5.8% | /
O=c1c(-c2ccc(O)cc2)coc2cc(OC3OC(CO)C(O)C(O)C3O)cc(O)c12 (stereo not given)
 : 2.1% | /
COC(=O)NCc1cc2cc(Cl)ccc2[nH]1
 : -2.5% | -10.1
Cc1ccc(C2(c3noc(CN4CCC(c5ccncc5)CC4)n3)CCCC2)cc1
 : -2.0% | -9.9
Cc1ccc(S(=O)(=O)n2nc(OC(=O)c3cccs3)cc2N)cc1
 : 2.9% | /
C/C=N\NC(=O)COc1cc(C)ccc1C
 : 1.4% | -11.3
COc1ccc(C(=O)Nc2ccc3c(c2)nc(CCNC(C)=O)n3C)cc1
 : -5.5% | 11.9
COc1ccc(NC(=O)c2ccccc2Cl)cc1NC(=O)CN1CCOCC1
 : -4.3% | /
COC(=O)CNC(=O)Cn1nc(C)c([N+](=O)[O-])c1C
 : -1.4% | -10.1
CCC(=O)N1CCN=C1SCc1ccc(F)cc1
 : 7.2% | /
O=C(NCCc1ccc(Cl)cc1)C1CCN(S(=O)(=O)c2ccc(Br)s2)CC1
 : -7.2% | 4.4
CCOc1ccccc1C1C(C(=O)Nc2ccccc2OC)=C(C)Nc2nnnn21 (stereo not given)
 : -2.8% | 5.4
C=CCn1c(COc2ccc(Cl)cc2)nnc1SCC(=O)N/N=C/c1cccc(O)c1
 : -9.3% | 6.2
Cn1c(N)c(C(=O)COC(=O)Cc2ccsc2)c(=O)n(C)c1=O
 : 0.6% | 0.1
CCn1cc(C2=NOC(C(=O)Nc3ccc4c(c3)OCO4)C2)c(C)n1 (stereo not given)
 : 2.1% | 4.4
CC(=O)c1c(C)[nH]c(C(=O)OCC(=O)Nc2cc(Cl)ccc2[N+](=O)[O-])c1C
 : 3.0% | 14.0
O=C(CC1Sc2ncnn2C1=O)Nc1ccccc1 (stereo not given)
 : -0.9% | -2.4
Cc1c(Cl)cccc1NC(=S)NNc1ncc(C(F)(F)F)cc1Cl
 : 1.3% | /
O=C(Nc1ccc2ccccc2c1)c1onc2c1CCCC2
 : -0.6% | /
CCOC(=O)c1c(O)c2ccccc2n(-c2ccccc2)c1=O
 : 1.4% | -11.7
CC1=CC2=NC(=O)/C(=C\c3cccn3CCOc3ccccc3)C(=N)N2O1
 : 6.5% | -1.9
CCC/C(=N/NC(=O)c1ccccc1Cl)c1ccccc1
 : -3.0% | 4.2
C=CCC1c2cccc(C(=O)O)c2C(=O)N1c1cccc(C)c1 (stereo not given)
 : 1.9% | 2.6
O=C(/C=C/c1ccco1)N1CCN(S(=O)(=O)c2ccc(F)c(F)c2F)CC1
 : -4.5% | -11.3
CC(C)CCN1C(=O)c2ccc(C(=O)OCn3nnc4ccccc4c3=O)cc2C1=O
 : -1.1% | 5.3
CCOC(=O)Cc1csc(NC(=O)COc2cccc(C)c2)n1
 : 4.9% | 7.3
COc1ccc(NC(=O)CNc2cc(S(=O)(=O)N3CCOCC3)ccc2NCC2CCCO2)cc1 (stereo not given)
 : 0.7% | 18.3
CCc1ccc(C(=O)CCC2CCCCC2=O)cc1 (stereo not given)
 : 4.6% | -5.5
O=C(OCc1ccc(F)cc1)c1ccc2ccccc2n1
 : 1.8% | 8.0
CCN(CC)CCn1c(=O)n(-c2ccc(Cl)cc2)c(=O)c2c3c(sc21)CN(C)CC3
 : -4.8% | 2.6
CCc1ccccc1NC(=O)CSc1nc2c(c(-c3ccco3)c1C#N)CCCC2
 : -0.2% | /
CCc1ccc(OCCn2cccn2)cc1
 : 0.5% | 7.8
OCCN1CCN(CCCc2c3c(cc4c2CCC4)CCC3)CC1
 : -3.7% | 2.1
O=C(C1COc2ccccc2O1)N1CCc2ccccc21 (stereo not given)
 : 4.9% | /
Cc1nc(NS(=O)(=O)c2ccccc2)sc1C(=O)N/N=C/c1ccccc1
 : 9.5% | -4.8
CCn1c(Cn2nnc(-c3ccccc3)n2)nnc1SCC(=O)Nc1cccc(C(C)=O)c1
 : 5.7% | 3.9
COc1cccc(C2CC(c3c(Cl)cccc3Cl)n3nc(N)nc3N2)c1 (stereo not given)
 : 0.6% | 6.4
Cc1nonc1NC(=O)CSc1ccc(-c2ccccc2)nn1
 : 16.8% | -4.5
COc1ccc(CCNC(=O)Cn2c(=O)oc3ccccc32)cc1OC
 : 1.8% | 27.2
CCCCSC1=N/C(=C/c2ccsc2)C(=O)N1c1ccccc1
 : -5.3% | -4.1
Cc1cc(C)n(/C(=C/N(C)C)C(=O)c2ccccc2)n1
 : -3.0% | -13.0
CCOC(=O)c1ccccc1C(=O)N1CCOCCOCCOCC1
 : -6.4% | /
CCC(=O)NC1=C(NC(C)c2ccccc2)C(=O)c2ccccc2C1=O (stereo not given)
 : 4.9% | -6.2
O=C(O)/C=C/C(=O)Nc1ccc2c(c1)NC(=O)CO2
 : 4.0% | -8.4
CCC1Oc2ccccc2N(CC(=O)NCc2ccco2)C1=O (stereo not given)
 : -0.5% | 4.8
COC(=O)c1ccc(CSCC(=O)Nc2ccccc2)cc1
 : 1.0% | /
Nc1nc(SCC(=O)NCCN2CCOCC2)nc2sc3c(c12)CCC3
 : -3.6% | -12.1
CCOC(=O)N1CCN(C(=O)COc2ccc(Br)cc2)CC1
 : -1.0% | /
O=C(CCc1nnc(-c2ccccc2)o1)NCc1c(F)cccc1F
 : -2.4% | /
CCOc1cccc(-c2nn(-c3ccccc3)cc2/C=C(/C#N)C(=O)NCCCn2ccnc2)c1
 : -1.6% | 3.7

The results go on.
Screens in order – GlmU inhibition | RmlCD inh 1536
CCc1ccccc1N1CN(Cc2cccnc2)CNC1=S
 : 2.9% | 10.8
CCN(CC)S(=O)(=O)c1cccc2nsnc12
 : 2.7% | -8.9
CCN(CC)CCNC(=O)CS(=O)Cc1nc(-c2ccccc2Cl)oc1C (stereo not given)
 : 4.2% | /
COCCCNC(=S)N/N=C/c1ccc(O)cc1
 : 1.4% | -9.4
C#CCNC(=O)C1=C[C@@H](c2csc3ccccc23)C[C@@H](OCc2ccc(CO)cc2)O1
 : 3.5% | /
C=CCNC(=O)/C(C#N)=C/c1ccc(C(=O)O)cc1
 : 4.5% | -13.6
COc1cccc(CN2CCN(CC(=O)Nc3ccccc3Cl)CC2)c1
 : 1.1% | /
CS(=O)(=O)Nc1ccc(N2CCCCC2)c(Cl)c1
 : 1.4% | /
COc1ccc(C(=O)Nc2ccc(S(=O)(=O)N3CCc4ccccc43)cc2)cc1
 : -3.0% | /
COc1ccc(CNC(=O)c2ccc(NC(=O)CC3SC(N4CCCC4)=NC3=O)cc2)cc1 (stereo not given)
 : 5.5% | -5.4
O=C(Nc1ccc(Cl)cn1)Nc1ccccc1F
 : 5.1% | ?
Cc1ccc(C)c(NC(=O)c2sc(Cl)nc2C)c1
 : 5.1% | -8.8
N/C(Cc1ccc(Cl)c(Cl)c1)=N\OC(=O)c1ccc(Br)o1
 : 0.1% | -13.2
COc1ccc(-c2nnn(Cc3nn[nH]n3)n2)cc1OC
 : -0.4% | /
COc1cc(C(=O)Nc2ccncc2)cc(OC)c1OC
 : 3.6% | -5.6
O=C(CCn1nc(-c2ccc(Cl)cc2)ccc1=O)NCc1cccnc1
 : -0.4% | /
c1ccc2c(c1)COC(CNC1CCCCC1)OC2
 : 0.0% | -8.8
CC1(O)CC(=O)N(c2ccccc2)O1 (stereo not given)
 : 3.5% | 7.8
Cc1ccc(C(=O)Nc2nc3ccccc3n3nnnc23)cc1
 : -0.4% | /
CC(C)N1CCC(N2CCN(Cc3ccc(C#CC(C)(C)O)s3)CC2CCO)CC1 (stereo not given)
 : -0.4% | 3.5
Cc1ccc2c3c(cccc13)-c1ccccc1C2=O
 : -0.3% | /
O=C(COc1ccc(F)cc1)NC1CC1
 : 0.5% | 8.7
Cc1cccc(-n2c(-c3ccncc3)n[nH]c2=S)c1
 : 1.6% | /
Cc1ccc2c(c1)N(CC(=O)N1CCCc3ccccc31)C(=O)C(C)O2 (stereo not given)
 : 1.0% | /
COc1cc2ncnc(NCc3cccc(Cl)c3)c2cc1OC
 : 2.9% | -9.3
COc1ccc(N2CC(O)=C(c3nc(-c4ccccc4)cs3)C2=N)cc1
 : 1.4% | /
CCC(=O)N(CCCN(C)C)c1nc(-c2cc(OC)ccc2OC)cs1
 : -2.4% | 20.6
COc1cc(C(=O)Nc2nc(-c3cccs3)cs2)cc(OC)c1OC
 : 8.4% | -7.5
COc1cccc(C(=O)C2CCCN(C/C=C/c3ccccc3OC)C2)c1 (stereo not given)
 : -1.7% | 0.3
CC1CCN(S(=O)(=O)N2CCC(C(=O)O)CC2)CC1
 : 6.2% | -7.4
CCOc1ccc(C(CC(=O)O)NC(=O)c2sc3ccccc3c2Cl)cc1 (stereo not given)
 : 1.0% | 15.7
O=C(COC(=O)Cc1c(F)cccc1Cl)NCCC1=CCCCC1
 : 4.3% | /
